Screens from PubChem BioAssay.
PRMT1 inh: PRMT1 (human) inhibition, primary screen; Q99873; AID 652257; inhibition, % at 2.79 µM; recombinant PRMT1, activity-based probe fluorescence polarization; 370,000 compounds, 1.3% hits;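 active = inhibition above about 21% made by adding two undisclosed values, limit read from the data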
TCR CD3 inh: human TCR-CD3 binding inhibition; 360,000 compounds, 0.37% hits; TAMRA-labeled TCR probe fluorescence, biochemical; inhibition, % at 9.4 µM; in the data active = inhibition above about 19%;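 also: recombinant mutant TCR 2C K166C tagged with TAMRA read by polarization; 0% = receptor in buffer alone and 100% = receptor with positive control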
LEDGF integ inh: blocks HIV-1 LEDGF/p75-dependent DNA integration; TR-FRET IN-LEDGF/p75 DNA integration, Eu/Cy5; inhibition, % at 3.7 µM; 370,000 compounds, 0.64% hits;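 active = inhibition above the screen-wide mean plus 3 SD, cut at about 13% in these data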;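 also: signal is the Cy5 over europium emission ratio at 671 and 618 nm; 0% = plate median of compound wells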
UHRF1 binding: blocks human UHRF1 binding to methylated DNA; 370,000 compounds, 0.75% hits; UHRF1 binding to methylated oligo, TR-FRET; inhibition, % at 4.4 µM; Q96T88; in the data active = inhibition above about 21%;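 also: UHRF1 SRA domain binding a hemimethylated CpG hairpin DNA probe; 0% = median of test compound wells and 100% = reference inhibitor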
HTRA1 inh: HTRA1 (human) protease inhibition; Q92743; recombinant HTRA1, FP-rhodamine activity-based probe, fluorescence polarization; inhibition, % at 5.96 µM; 340,000 compounds, 0.5% hits; AID 504803; in the data active = inhibition above about 36%;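 also: 0% = enzyme with DMSO and 100% = wells lacking enzyme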
Target sequence (Q92743 whole entry, looked up): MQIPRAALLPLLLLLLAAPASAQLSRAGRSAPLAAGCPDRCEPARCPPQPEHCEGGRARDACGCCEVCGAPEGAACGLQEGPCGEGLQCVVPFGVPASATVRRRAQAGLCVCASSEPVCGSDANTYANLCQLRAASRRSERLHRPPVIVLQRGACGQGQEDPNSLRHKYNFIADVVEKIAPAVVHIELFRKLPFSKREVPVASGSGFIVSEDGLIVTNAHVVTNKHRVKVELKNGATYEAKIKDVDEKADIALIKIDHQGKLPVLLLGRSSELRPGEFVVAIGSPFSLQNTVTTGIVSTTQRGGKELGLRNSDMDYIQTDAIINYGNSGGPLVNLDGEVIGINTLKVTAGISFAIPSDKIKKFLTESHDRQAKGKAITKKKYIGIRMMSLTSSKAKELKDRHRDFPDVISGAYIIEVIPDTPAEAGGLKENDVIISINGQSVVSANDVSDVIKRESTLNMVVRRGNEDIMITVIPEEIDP
SIAE inh: inhibitors of human sialic acid acetylesterase SIAE | Q9HAT2 | SIAE FP-Rh probe binding, fluorescence polarization | inhibition, % at 9.66 µM | 370,000 compounds, 0.69% hits | AID 1053197;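 active = inhibition above a cutoff: mean of compounds within the control limits plus 3 SD of those, cut at about 17% in these data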;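 also: 0% = plate median of compound wells and 100% = probe without SIAE protein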
DDE Tn7 FP inh: disrupts Tn7 cyclic peptide binding to fibrin D-Dimer-E complex | P02675 | FP displacement of FITC-Tn7 peptide from fibrin DD(E); 0% = median of compound wells per plate | inhibition, % at 8.3 µM | 370,000 compounds, 0.13% hits | AID 720508;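 active = inhibition above the mean of compounds falling within the control limits plus 3 SD of them, cut at about 14% in these data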;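 also: 0% = plate median of compound wells and 100% = 10 µM Aha-Tn7 peptide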
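Also added: labelled Tn7 tracer, 0.1 µM; Assay system: human fibrin DD(E) protein; Amount: 2 µM fibrin DD(E); Schedule: 10 min compound pre-incubation, 3 h probe incubation at room temperature; Repeats: one replicate per compound; Read-out basis: percent inhibition; Measured by: fluorescence polarization of the labelled Tn7 tracer.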
PG9 binder: binds the HIV-1 gp120 antibody PG9 | TR-FRET gp120-PG9 antibody binding | inhibition, % at 6.7 µM | 360,000 compounds, 0.43% hits | AID 624416; in the data active = inhibition above about 8.5%
TDP2 absorb: TDP2 (human) inhibition, absorbance primary screen. O95551. recombinant TDP2, T5PNP hydrolysis, p-nitrophenol absorbance 415 nm. inhibition, % at 12.8 µM. 370,000 compounds, 0.34% hits;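 active = inhibition above the mean of all tested compounds plus 3 SD, set per campaign, cut at about 25% in these data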;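 also: 0% = DMSO with enzyme and 100% = buffer with substrate but no TDP2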
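Test system: Human TDP2 enzyme | Reagent: 5 mM T5PNP | Compound dosing: 12.8 µM single point, 1% DMSO | Incubation: Enzyme reaction with compound for 2 h at 37 °C | Technique: p-Nitrophenol epi absorbance | Read-out: % inhibition relative to enzyme-containing and enzyme-free wells | Benchmarks: High control without enzyme, low control DMSO plus TDP2 | Replicates: Singlicate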
ABHD4 inh: inhibitors of mouse ABHD4. Q8VD66. purified mABHD4, FP-Rh probe fluorescence polarization. inhibition, % at 8.92 µM. 370,000 compounds, 0.54% hits. AID 720543;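 active = inhibition exceeding the mean over every tested compound plus 3 SD, cut at about 30% in these data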;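 also: 0% = plate median of compound wells and 100% = S159A mutant with DMSO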
Target sequence (Q8VD66 whole entry, looked up): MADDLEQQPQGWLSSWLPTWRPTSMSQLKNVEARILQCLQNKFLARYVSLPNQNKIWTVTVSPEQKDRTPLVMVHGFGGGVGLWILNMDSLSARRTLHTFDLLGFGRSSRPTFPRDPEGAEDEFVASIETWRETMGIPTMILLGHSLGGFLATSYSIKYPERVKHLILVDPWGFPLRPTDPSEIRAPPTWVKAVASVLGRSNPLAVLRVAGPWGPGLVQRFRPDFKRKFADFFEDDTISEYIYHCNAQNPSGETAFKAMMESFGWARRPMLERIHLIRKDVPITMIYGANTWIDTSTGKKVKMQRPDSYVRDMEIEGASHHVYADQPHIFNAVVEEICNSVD
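assay system = mABHD4 protein | compound dosing = single nominal dose of 8.92 µM, 0.89% DMSO final | read-out basis = percent inhibition of probe binding, normalized to plate controls | schedule = Enzyme–compound pre-incubation 45 min, then probe 60 min, both 25 °C | detection = fluorescence polarization, excitation 525 nm, emission 598 nm, BODIPY TMR filters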
Numbers without * were called inactive; . = no result given; & = joins results of further samples.

SMILES	PRMT1 inh	TCR CD3 inh	LEDGF integ inh	UHRF1 binding	HTRA1 inh	SIAE inh	DDE Tn7 FP inh	PG9 binder	TDP2 absorb	ABHD4 inh
COc1ccc2[nH]cc(C(=O)CN3CCN(C(=O)c4ccco4)CC3)c2c1	0	9	-2	1	2	5	8	-1.6	-2	6
c1ccc2c(c1)COc1c3cc4c(cc3nn1-2)OCO4	-5	-4	2	-5	-2	-4	-1	0.5	-5	-8
COc1cccc(-c2cnc(C(O)c3cc(C)cc(C)c3)[nH]2)c1 (centres undefined)	-3	-2	3	-1	.	7	-4	-1.1	-5	-4
CCN(CC)C(=O)CSc1nnc(-c2cccnc2)n1CCc1ccccc1	-2	3	1	1	0	12	3	-0.9	8	-4
O=[N+]([O-])c1ccc(/C=N/n2c(-c3cccnc3)n[nH]c2=S)cc1	1	5	6	-2	4	3	-9	0.1	1	2
CC(=O)N/C(=C/c1ccc(OS(=O)(=O)c2ccc(C)cc2)cc1)C(=O)NCCCO	3	-11	1	2	.	-5	3	-0.8	5	2
CC(c1nc2ccccc2c(=O)[nH]1)N1CCOCC1 (centres undefined)	2	-4	1	1	0	2	-3	3.2	-4	-1
O=c1c(Cl)c(NCc2ccccc2Cl)cnn1C12CC3CC(CC(C3)C1)C2	-2	5	2	-1	9	-1	-3	-0.4	4	7
CC(=O)c1c(C)[nH]c(C(=O)OCC(=O)Nc2c(C)n(C)n(-c3ccccc3)c2=O)c1C	-3	0	6	1	6	-1	-5	-0.3	-14	1
CCCCC#Cc1cncc(C(=O)NN)c1	2	-1	-6	0	-10	1	1	0.5	15	2
COCCn1c(SCC#N)nnc1-c1ccccc1	1	5	1	-1	3	-3	-7	-3.1	-3	6
CN(Cc1ccco1)C(=O)C1CCC(=O)N(CCc2cccc(F)c2)C1 (centres undefined)	-1	5	3	4	0	-2	1	-1.1	-5	-11
C/C(=N\NC(=O)c1cc(-c2cccs2)nc2ccccc12)c1ccccn1	1	8	-1	-5	-16	-6	-5	-2.3	0	-14
O=C(COc1ccc(Br)cc1)N(Cc1ccccc1)c1ccccn1	-4	2	0	-1	-10	5	4	0.5	-4	-8
Cc1ccc(CNc2nc(C)cs2)cc1	-4	2	-3	-2	5	4	1	-3.1	8	-1
CN1C[C@H]2CON(C)[C@H]2C[C@H]1c1cccc(N2CCOCC2)c1	-2	-1	-1	-1	11	9	0	-1.7	6	-1
CC1CCC(NC(=O)CCS(=O)(=O)c2ccc3c(c2)NC(=O)C(C)S3)CC1 (centres undefined)	4	-6	-6	2	3	-1	-4	-0.3	1	4
COc1cccc(-c2sc3ccc(OC)cc3c2-c2ccc(OCCN(C)C)cc2)c1	-1	2	-3	2	-10	6	1	-0.9	-6	20
C=CCNC(=O)/C(C#N)=C/c1ccccc1OCc1ccc(C(=O)OC)cc1	2	2	-2	-1	-20	-7	2	-2.1	-2	-7
COc1cccc(N2CC(C(=O)Nc3nnc(SCC(=O)Nc4cc(C)on4)s3)CC2=O)c1 (centres undefined)	4	-1	-5	6	0	-14	0	-0.3	-12	-3
COc1ccccc1C(=O)Nc1ccc(S(=O)(=O)Nc2cc(C)nc(C)n2)cc1	-2	6	-3	-2	1	-12	2	0.6	1	-8
Cc1noc(C)c1COC(=O)c1cc(C)n(-c2ccccc2)c1C	-4	8	1	-1	-23	2	-1	1.2	-4	-14
CN(C)Cc1c(C(=O)N/N=C/c2cccc(OCc3c(F)cccc3Cl)c2)nnn1-c1nonc1N	3	-5	-1	1	-7	1	-2	-0.2	-10	-5
CN1C(=O)C(O)(CC(=O)/C=C\c2ccc3c(c2)OCO3)c2ccccc21 (centres undefined)	1	4	0	-2	.	0	2	-2.0	3	-2
CCSc1nnc(NC(=O)c2nc(-c3ccccc3)n(-c3ccccc3)n2)s1	2	5	2	6	4	1	-3	-1.7	1	4
O=C(NCCc1ccccc1)c1cc(-c2ccco2)on1	11	-16	6	2	-7	-18	-8	1.6	-25	-58
CC1CC1C(=O)OCC(=O)Nc1cccc(S(=O)(=O)NC2=NCCCCC2)c1 (centres undefined)	-1	-2	0	0	-4	6	2	0.1	-5	4
COc1ccccc1CN=Cc1[nH]c2ccc(Br)c(Cl)c2c1O	7	-1	1	-4	-7	2	-7	3.1	0	4
CC(C)SCc1cc(N2CCCC2)nc(-c2ccccc2)n1	-2	2	-1	-1	-1	1	-3	-2.1	2	4
Cc1cc(C)cc(NC(=O)CCNS(=O)(=O)c2ccc3c(c2)oc(=O)n3C)c1	0	-5	0	3	1	0	2	0.3	-2	3
Cc1nc(=S)n(-c2ccccc2)[nH]1	1	10	0	-4	-2	8	6	-2.5	3	2
COCCn1c(=NC(=O)c2cccs2)sc2cc(NC(C)=O)ccc21	-3	-1	-1	3	-1	-24	-3	-0.7	-6	0
CN(C)N1C(N)=C(C#N)C(c2ccccc2Cl)C2=C1CCCC2=O (centres undefined)	2	2	3	-1	0	0	-9	-1.6	-6	8
COc1ccc(C(=O)c2c3ccccc3[n+]([O-])n2CCCN)cc1	2&5	6&-2	0&0	-2&1	5&-14	9&2	-4&-1	-0.4&-1.8	2&0	-1&3
Cc1nc2c(C)cccn2c1/C(O)=C1\C(=O)C(=O)N(CCN(C)C)C1c1cccs1 (centres undefined)	-1	-5	5	2	-1	5	-2	-1.6	-2	-9
CCOC(=O)C(C)n1cnc2scc(-c3ccc(C)c(C)c3)c2c1=O (centres undefined)	3	0	-3	1	-10	4	-6	2.6	-6	4

By substructure: the entries above containing bromine
SMILES	PRMT1 inh	TCR CD3 inh	LEDGF integ inh	UHRF1 binding	HTRA1 inh	SIAE inh	DDE Tn7 FP inh	PG9 binder	TDP2 absorb	ABHD4 inh
O=C(COc1ccc(Br)cc1)N(Cc1ccccc1)c1ccccn1	-4	2	0	-1	-10	5	4	0.5	-4	-8
COc1ccccc1CN=Cc1[nH]c2ccc(Br)c(Cl)c2c1O	7	-1	1	-4	-7	2	-7	3.1	0	4

Additional records follow.
SMILES	PRMT1 inh	TCR CD3 inh	LEDGF integ inh	UHRF1 binding	HTRA1 inh	SIAE inh	DDE Tn7 FP inh	PG9 binder	TDP2 absorb	ABHD4 inh
O=C(NCCN1CCCC1)c1ccc(Cl)cc1Cl	0	-3	-2	2	-11	-1	-1	-2.7	-7	1
COc1ccc(C(=O)Nc2nnc([C@@H]3C[C@H](O)[C@@H](CO)O3)s2)cc1	6	-6	-1	2	.	-2	-6	-0.5	7	6
CCc1nonc1NC(=O)c1oc2ccccc2c1C	-4	5	-1	-1	-6	0	4	-2.3	-3	-6
O=C(CCn1c(=O)sc2ccccc21)Nc1ccon1	2	-6	3	2	10	-1	3	1.1	0	7
CC(=O)N1CCc2cc(Br)cc(S(=O)(=O)NCc3ccc(Cl)cc3)c21	0	2	-3	2	-1	1	-3	-0.6	-1	-6
CCOc1cc(/C=N/NC(=O)C(=O)NCC2CCCO2)ccc1OCC(=O)N1CCOCC1 (centres undefined)	-2	-1	2	1	.	-9	-3	-1.3	8	2
Oc1cccc(/C=N/Nc2cc(N3CCCC3)nc(N3CCCC3)n2)c1	10	-11	-4	-6	-5	4	3	-0.6	-6	27
CC1=NNC(=O)/C1=C\c1cn(-c2ccccc2)nc1-c1ccccc1	11	-3	6	-3	-12	-7	-13	-0.1	-15	-11
CCCC(=O)NC(c1ccc(OCC)cc1)c1ccc(OC)c(OC)c1 (centres undefined)	-7	0	4	1	.	-7	-3	-1.9	-2	4
CCCCNC(=O)C[C@@H]1C(=O)N(CCc2ccc(Cl)cc2)C2=CCCCC[C@]21C(=O)OC	-7	.	0	1	.	-6	1	.	-2	-5
O=C(CSc1cn(CCNC(=O)c2cccs2)c2ccccc12)NCC1CCCO1 (centres undefined)	5	1	5	-3	-3	2	2	-0.9	-4	-2
CC1OC(Oc2c(-c3cc(O)c(O)c(O)c3)oc3cc(O)cc(O)c3c2=O)C(O)C(O)C1O (centres undefined)	15	15	39*	2	-9	3	5	-7.1	-7	21
COc1ccc(OC)c(/C=C/C(=O)Nc2ccc3c(c2)CCC3)c1	0	-8	2	-1	-94	-20	-3	-1.7	-8	-49
CCC1CCCCN1C(=O)CSc1nnc(-c2c[nH]c3ccccc23)o1 (centres undefined)	-1	-2	2	2	-21	-6	-4	-1.0	-2	-5
O=C1NC(=Nc2ccccc2)S/C1=C/c1cccnc1	1	-1	0	1	-7	-2	10	-2.2	5	0
O=C(CCC1CCCN(Cc2ccc(O)c(Cl)c2)C1)NCc1ccccc1F (centres undefined)	0	1	2	3	-4	1	3	1.2	0	-2
CC[n+]1ccc(C(=O)NCc2ccccc2)cc1	4	6	2	0	-4	-2	9	-0.9	-8	2
Cc1ccc(CCNC(=O)C2CC(=O)N(CCc3ccccc3)C2)cc1 (centres undefined)	3	0	-4	5	1	1	-6	0.5	-15	-5
CCCS(=O)(=O)N1CCN(C2CCC(C)CC2)CC1 (centres undefined)	-1	2	0	2	2	-2	-4	0.2	6	8
